Diaph inh CS: inhibits diaphorase or chemically oxidizes, flagging diaphorase assay artifacts; diaphorase resazurin-to-resorufin fluorescence, NADH, 16 min; bacterial (C. kluyveri) enzyme, not human; inhibition, % at 20 µM; actives 0.69% (n = 190,000);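 active = primary screen inhibition at 20 µM above a set limit, cut at about 50% in these data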;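 also: plate controls were DMSO with full reaction for no effect and wells lacking NADH for full effect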
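System: Bacterial diaphorase enzyme (C. kluyveri) | Incubation: 16-min room-temperature incubation before reading | Benchmarks: No-NADH positive control and DMSO neutral control | Measured by: Resorufin fluorescence 544/590 nm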
PMI act satM6P: activators of human phosphomannose isomerase at near-saturating mannose 6-phosphate; coupled PMI enzyme assay, resazurin fluorescence, 20 min; stronger effect = higher value; 1 = untreated enzyme, 0 = substrate-free blank; P34949; actives 0.34% (n = 190,000); activation factor at 20 µM;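 active = activation factor of 2 or more at 20 µM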
Target sequence (P34949 whole entry, looked up): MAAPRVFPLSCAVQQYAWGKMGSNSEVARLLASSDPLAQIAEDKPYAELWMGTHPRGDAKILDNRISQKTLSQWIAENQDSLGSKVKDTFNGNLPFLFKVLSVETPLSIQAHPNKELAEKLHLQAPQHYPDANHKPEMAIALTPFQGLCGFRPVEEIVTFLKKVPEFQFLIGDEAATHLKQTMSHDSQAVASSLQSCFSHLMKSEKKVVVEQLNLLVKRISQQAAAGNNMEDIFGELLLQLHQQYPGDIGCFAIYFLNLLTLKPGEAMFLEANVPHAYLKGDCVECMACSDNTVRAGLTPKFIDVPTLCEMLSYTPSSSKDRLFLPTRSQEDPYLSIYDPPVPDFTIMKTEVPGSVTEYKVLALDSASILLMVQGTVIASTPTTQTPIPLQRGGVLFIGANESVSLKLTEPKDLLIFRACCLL
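Test system: human phosphomannose isomerase with PGI, G6PDH, diaphorase coupling enzymes; amount: 15 ng/mL PMI; incubation: enzyme reaction with compound 20 min at room temperature; technique: resorufin fluorescence (Ex 544/Em 590 nm) from resazurin via diaphorase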
Diaphorase act: diaphorase activation or chemical reduction counter-screen | Diaphorase/resazurin coupled assay, resorufin fluorescence, 16 min; stronger effect = higher value; 1 = vehicle wells, 0 = NADH-free wells | actives 0.005% (n = 190,000) | activation factor at 20 µM;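 active = diaphorase activity raised at least twofold by the compound at 20 µM; inactive = activation factor below 2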
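System – purified diaphorase enzyme from Clostridium kluyveri · Input – enzyme 0.07 U/mL final · Also added – final NADH 0.114 mM, resazurin 0.1 mM · Measured by – fluorescence of resorufin, 544 nm excitation, 590 nm emission · Timing – 16 min enzyme reaction, ambient temperature · Measure – resorufin increase flagging diaphorase activators or reducers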
TNAP act hiacc: activators of human TNAP at high phosphate acceptor concentration. activation factor at 20 µM. AID 1136. purified TNAP, CDP-star luminescence, 1 M DEA, 30 min; stronger effect = higher value; 0 = EDTA background, 1 = DMSO-only activity. 200,000 tested, under 10 active. P05186;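 active = activation factor at least 2 at 20 µM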
Target sequence (P05186 whole entry, looked up): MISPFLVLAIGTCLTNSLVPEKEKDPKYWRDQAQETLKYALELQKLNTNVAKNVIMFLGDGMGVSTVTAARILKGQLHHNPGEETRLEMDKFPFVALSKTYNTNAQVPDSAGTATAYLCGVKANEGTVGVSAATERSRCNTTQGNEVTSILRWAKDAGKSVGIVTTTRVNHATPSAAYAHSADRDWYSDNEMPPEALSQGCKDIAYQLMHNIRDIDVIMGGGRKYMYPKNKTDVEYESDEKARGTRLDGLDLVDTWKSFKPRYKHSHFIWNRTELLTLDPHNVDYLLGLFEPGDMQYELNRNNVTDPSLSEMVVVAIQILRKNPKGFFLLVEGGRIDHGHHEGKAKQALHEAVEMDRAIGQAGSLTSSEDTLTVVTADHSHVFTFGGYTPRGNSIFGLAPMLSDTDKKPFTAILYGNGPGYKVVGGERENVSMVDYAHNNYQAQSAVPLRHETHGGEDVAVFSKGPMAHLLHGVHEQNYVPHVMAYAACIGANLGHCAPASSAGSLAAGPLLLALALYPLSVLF
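Assay system: human TNAP; Input: enzyme diluted 1/800 final; Reagent: CDP-star luminogenic substrate at 100 µM final; Timing: 30 min, room temperature; Signal: luminescence; Evaluation: TNAP activation factor scaled between EDTA and DMSO control wells.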
TNAP inh hiacc: TNAP (human) inhibition, high acceptor | P05186 | purified TNAP, CDP-star luminescence, 1 M DEA | inhibition, % at 20 µM | actives 0.03% (n = 200,000);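 active = over 50% inhibition of tissue-nonspecific alkaline phosphatase at 20 µM in the single-dose screen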;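 also: plate controls were DMSO wells for no effect and EDTA-quenched wells as full inhibition for full effect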
bIAP inhibitor: blocks bovine intestinal alkaline phosphatase activity. purified bovine IAP, CDP-star luminescence, 30 min. inhibition, % at 20 µM. 190,000 tested, under 10 active;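 active = over 50% inhibition of intestinal alkaline phosphatase at 20 µM in the single-dose screen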
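Incubation: 30 min reaction at room temperature / Material: purified bovine intestinal alkaline phosphatase (IAP) enzyme / Input: enzyme at 1/65,000,000 dilution / Dosing: 20 µM single dose / Signal: CDP-star luminescence signal / Reagent: CDP-star chemiluminescent phosphatase substrate, 30 µM final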
TNAP inh no acc: inhibitors of human TNAP without phosphate acceptor; P05186; actives 0.26% (n = 200,000); purified TNAP, CDP-star luminescence, 30 min; inhibition, % at 20 µM; AID 1012;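 active = tissue-nonspecific alkaline phosphatase inhibition above about 50% at 20 µM in the single-dose screen, limit read from the data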;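 also: 0% = DMSO negative control and 100% = EDTA positive control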
Lmaj promast: reduces viability of Leishmania major promastigotes; resazurin fluorescence viability; inhibition, % at 10 µM; actives 9% (n = 200,000); AID 1063; in the data active = inhibition above about 50%;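 also: promastigotes grown with compound for 44 hours at 28 °C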
PMI activator: phosphomannose isomerase (human) activation; purified human PMI, coupled resazurin fluorescence, 20 min; stronger effect = higher value; 1 = vehicle control, 0 substrate-free wells; activation factor at 20 µM; actives 0.005% (n = 190,000); AID 1214;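 active = activation factor of 2 or more at 20 µM, relative to plate controls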
bIAP activator: increases bovine intestinal alkaline phosphatase activity; purified bovine IAP, CDP-star luminescence, 30 min; stronger effect = higher value; fold of DMSO-control signal, blank-subtracted; activation factor at 20 µM; actives 0.17% (n = 200,000); AID 1016;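 active = activation factor of 2 or more at 20 µM, a signal rise over negative controls twice the positive control's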
Starred values were filed as active, the others as inactive.

item	SMILES	Diaph inh CS	TNAP act hiacc	Diaphorase act	Lmaj promast	PMI act satM6P
1	Cc1cc(C(=O)NCc2ccco2)no1	6	1	0.9	-4	1
2	O=C(O)c1cc(C2CC2)nn1-c1ccccc1	0	1	1	-6	1.1
3	CCCCC(CCC(=O)Nc1cc([N+](=O)[O-])ccc1O)C(=O)O (centres undefined)	3	0.9	1	-7	1
4	O=C(Nc1ccccc1N1CCOCC1)C1CCN(S(=O)(=O)c2ccc(F)cc2)CC1	9	1	0.9	49	1.1
5	CC(CN1CCOCC1)OC(=O)C(c1ccccc1)c1ccccc1 (centres undefined)	14	1	0.9	6	1.1
6	COc1cc2c3c(c1)/C(=C1/SC(NC(C)=O)=NC1=O)C(=O)N3C(C)(C)C=C2C	22	1	0.8	-7	1
7	Clc1cccc(CN2CCC(Cc3ccccc3)CC2)c1	0	1.1	1	86*	1.1
8	COc1ccc(NC(=O)Cc2c[nH]c3ccccc23)cc1S(=O)(=O)N1CCOCC1	8	1.1	0.9	-5	1
9	Cc1c(NS(=O)(=O)c2ccc(NCC3CCCO3)c([N+](=O)[O-])c2)c(=O)n(-c2ccccc2)n1C (centres undefined)	12	0.9	0.9	-6	1
10	Cc1ccccc1/C=N/NC(=O)Cn1cnc([N+](=O)[O-])n1	9	1	0.9	24	1

item	bIAP inhibitor	bIAP activator	PMI activator	TNAP inh hiacc	TNAP inh no acc
1	15	0.9	0.9	-1	-8
2	9	0.9	1.1	-5	-6
3	16	0.8	1.2	13	12
4	2	1	1	-2	-10
5	2	1	1.1	-4	-11
6	27	0.7	0.9	-2	-21
7	12	0.9	1.1	-6	-7
8	3	1	1	-5	-16
9	12	0.9	1	6	3
10	11	0.9	1	-1	-6

The list continues.
item	SMILES	Diaph inh CS	TNAP act hiacc	Diaphorase act	Lmaj promast	PMI act satM6P
11	c1ccc2nc(N3CCOCC3)c(N3CCOCC3)nc2c1	17	1.1	0.8	-4	1
12	COc1cccc(C(=O)Nc2ccc(S(=O)(=O)Nc3onc(C)c3C)cc2)c1	-7	1	1.1	-22	1
13	c1cnc(-c2nnc3n2CCCCC3)cn1	14	1.1	0.9	0	0.9
14	O=C(Nc1nc(-c2ccccn2)cs1)c1ccc2c(c1)OCCO2	-21	1	1.2	99*	1.2
15	CCOC(=O)c1nnc(-c2ccccc2)nc1N1CCSCC1	16	1	0.8	4	1
16	CCCOC(=O)CSc1nnc(-c2ccccc2Cl)o1	-2	1	1	-4	1
17	CC1CCc2c(C(=O)Nc3ccc(N4CCOCC4)cc3)csc2C1 (centres undefined)	10	1	0.9	0	0.9
18	Cc1ccc(C(=O)Nc2ccccc2C(=O)NC(C(=O)O)C(C)C)cc1 (centres undefined)	-3	1	1	2	1.2
19	N#C/C(=C/c1ccc(-c2ccc(S(N)(=O)=O)cc2)o1)C(=O)Nc1ccccc1	-2	0.9	1	-3	1
20	NC(=O)NOCc1c(Cl)cccc1Cl	5	1	0.9	-10	1.1

item	bIAP inhibitor	bIAP activator	PMI activator	TNAP inh hiacc	TNAP inh no acc
11	10	0.9	1	-10	-16
12	-3	1	1.1	-3	-8
13	7	0.9	0.9	-6	-12
14	12	0.9	1	-4	-10
15	10	0.9	0.9	-1	1
16	-6	1.1	1	-3	-7
17	2	1	0.9	-1	-28
18	2	1	1.2	-4	-10
19	2	1	0.9	9	-1
20	0	1	1.1	1	-6

New compounds follow
item	SMILES	Diaph inh CS	TNAP act hiacc	Diaphorase act	Lmaj promast	PMI act satM6P
21	CCOC(=O)c1ccc(NNC(=O)CC)c([N+](=O)[O-])c1	-2	0.8	1	-4	1.1
22	O=C(OC(C(=O)Nc1ccc(Cl)cc1C(F)(F)F)c1ccccc1)C1=COCCO1 (centres undefined)	13	1	0.9	-4	1
23	O=C(c1n[nH]c2c1CCCC2)n1ccnc1	15	1	0.8	-9	1
24	Fc1ccc(-c2n[nH]c(=S)n2CC2CCCO2)cc1 (centres undefined)	11	1	0.9	0	1
25	CCS(=O)(=O)N1CCN(C(=O)c2cccs2)CC1	30	1.1	0.7	-1	0.9
26	Cc1ccc(S(=O)(=O)NCC2CCC(C(=O)O)CC2)cc1 (centres undefined)	8	1	0.9	-5	0.9
27	CCOC(=O)N1CCC(N2C(=O)c3ccccc3C2Nc2cc(OC)c(OC)c(OC)c2)CC1 (centres undefined)	19	1	0.8	1	0.7
28	COc1ccccc1Nc1nc(N)nc(CSC(=S)N2CCCCC2C)n1 (centres undefined)	19	1	0.8	12	0.9
29	CO/N=C(\C)c1ncc(C(F)(F)F)cc1N1CCOCC1	0	1	1	-3	1
30	CCc1ccc(NC(=O)CCCN2C(=S)NC(C)(C)CC2C)cc1 (centres undefined)	-5	1	1.1	-6	1.1

item	bIAP inhibitor	bIAP activator	PMI activator	TNAP inh hiacc	TNAP inh no acc
21	6	0.9	1.1	17	8
22	12	0.9	0.9	2	1
23	3	1	0.8	-2	70*
24	12	0.9	1	2	30
25	8	0.9	0.9	-9	-7
26	-5	1	0.9	-2	-6
27	12	0.9	0.9	0	-10
28	2	1	0.8	-3	3
29	8	0.9	1	1	-8
30	22	0.8	1.1	-2	1

Remaining list, next part:
item	SMILES	Diaph inh CS	TNAP act hiacc	Diaphorase act	Lmaj promast	PMI act satM6P
31	COc1ccc(N2CCCCn3c2nc2c3c(=O)n(C)c(=O)n2C)cc1	15	1.1	0.9	2	1
32	CCn1c(O)c(C=Nc2ccccc2)sc1=O	-9	1	1.1	7	1.1
33	Cn1c(SC2CCCCC2=O)nnc1-c1ccncc1 (centres undefined)	0	1	1	-3	1
34	O=C(Nc1cccc(S(=O)(=O)N2CCCC2)c1)c1ccc2c(c1)OCO2	9	0.9	0.9	-1	1
35	COc1cc2c(cc1OC)C(c1ccsc1)CC(=O)N2 (centres undefined)	2	1	1	0	1
36	COc1ccc(C(=O)NCc2nnc(SCC(=O)Nc3nnc(C)s3)o2)cc1OC	-27	1	1.3	1	1
37	COc1cc(CN2CCN(Cc3ccc(C)cc3)C(CCO)C2)ccc1O (centres undefined)	6	1	0.9	5	0.9
38	S=C(NCC1COc2ccccc2O1)Nc1ccccc1 (centres undefined)	1	1	1	3	1
39	OC(COCc1ccccc1)CN1CCN(c2ccccc2F)CC1 (centres undefined)	20	1.1	0.8	52*	1
40	Cc1ccc2c(CSc3nnc(C4CC4)n3N)cc(=O)oc2c1C	10	1	0.9	0	1.1

item	bIAP inhibitor	bIAP activator	PMI activator	TNAP inh hiacc	TNAP inh no acc
31	0	1	1.1	-7	-17
32	-14	1.1	1	-3	-8
33	3	1	1	-3	-6
34	15	0.8	0.9	9	2
35	-2	1	1	-2	5
36	-3	1	1.2	2	-11
37	-12	1.1	1	-5	-8
38	-1	1	0.9	1	0
39	4	1	1	-6	-9
40	2	1	1.1	-4	-12

4 entries from above, set out differently.
34. O=C(Nc1cccc(S(=O)(=O)N2CCCC2)c1)c1ccc2c(c1)OCO2
  Diaph inh CS = 9; TNAP act hiacc = 0.9; Diaphorase act = 0.9; Lmaj promast = -1; PMI act satM6P = 1; bIAP inhibitor = 15; bIAP activator = 0.8; PMI activator = 0.9; TNAP inh hiacc = 9; TNAP inh no acc = 2

35. COc1cc2c(cc1OC)C(c1ccsc1)CC(=O)N2 (centres undefined)
  Diaph inh CS = 2; TNAP act hiacc = 1; Diaphorase act = 1; Lmaj promast = 0; PMI act satM6P = 1; bIAP inhibitor = -2; bIAP activator = 1; PMI activator = 1; TNAP inh hiacc = -2; TNAP inh no acc = 5

36. COc1ccc(C(=O)NCc2nnc(SCC(=O)Nc3nnc(C)s3)o2)cc1OC
  Diaph inh CS = -27; TNAP act hiacc = 1; Diaphorase act = 1.3; Lmaj promast = 1; PMI act satM6P = 1; bIAP inhibitor = -3; bIAP activator = 1; PMI activator = 1.2; TNAP inh hiacc = 2; TNAP inh no acc = -11

37. COc1cc(CN2CCN(Cc3ccc(C)cc3)C(CCO)C2)ccc1O (centres undefined)
  Diaph inh CS = 6; TNAP act hiacc = 1; Diaphorase act = 0.9; Lmaj promast = 5; PMI act satM6P = 0.9; bIAP inhibitor = -12; bIAP activator = 1.1; PMI activator = 1; TNAP inh hiacc = -5; TNAP inh no acc = -8

(cont.)
item	SMILES	Diaph inh CS	TNAP act hiacc	Diaphorase act	Lmaj promast	PMI act satM6P
41	Cc1ccc2c(c1)C(c1ccncc1)=NNC(c1cccnc1)=N2	8	1	0.9	10	1
42	Cc1c(O)c(S(=O)c2ccccc2)c(=O)n(-c2ccccc2)c1-c1ccccc1 (centres undefined)	-4	1	1	-7	1
43	Cc1ncc([N+](=O)[O-])n1CCOC(=O)Nc1ccc(Cl)c(Cl)c1	4	1.1	1	6	1
44	COC(=O)c1ccc(Oc2nc(Nc3ccc(C)c(C)c3)nc(N(C)C)n2)cc1	15	1	0.8	74*	0.9
45	COc1ccc(N2CCN(CCCNC(=O)C3CCN(S(=O)(=O)N4CCOCC4)CC3)CC2)cc1	0	1	1	-4	0.9

item	bIAP inhibitor	bIAP activator	PMI activator	TNAP inh hiacc	TNAP inh no acc
41	-3	1	1	-4	-7
42	11	0.9	1.2	-5	1
43	13	0.9	1	-7	-2
44	0	1	0.9	0	-5
45	-8	1.1	1	-3	-14

Source: PubChem BioAssay (several laboratories)
